RAM inhibit: inhibitors of the yeast RAM network. AID 868. inhibition, % at 50 µM. 190,000 tested, 1.8% active. S. cerevisiae dse1pr::URA3 reporter, 5-FOA growth OD615, 2 d; analog-sensitive cbk1-as2 kinase mutant strain;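 active = inhibition above a set limit, 3 SD over mean compound inhibition, cut at about 8.4% in these data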;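 note: 0% = DMSO-only wells with no growth and 100% = 10 µM 1-NA-PP1 full growth; inhibition rescues growth on 5-FOA so higher OD means more RAM inhibition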
FLuc stim CS: firefly luciferase counter-screen for stimulation assays | ATPlite luciferase biochemical, luminescence, 10 min; 0 = ATP-free wells, 1 = DMSO control | activation factor at 10 µM | 200,000 tested, under 10 active | AID 1027;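 active = luciferase activation factor, scaled between plate controls, of at least 2 with compound at 10 µM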
Target sequence (P08659 whole entry, looked up): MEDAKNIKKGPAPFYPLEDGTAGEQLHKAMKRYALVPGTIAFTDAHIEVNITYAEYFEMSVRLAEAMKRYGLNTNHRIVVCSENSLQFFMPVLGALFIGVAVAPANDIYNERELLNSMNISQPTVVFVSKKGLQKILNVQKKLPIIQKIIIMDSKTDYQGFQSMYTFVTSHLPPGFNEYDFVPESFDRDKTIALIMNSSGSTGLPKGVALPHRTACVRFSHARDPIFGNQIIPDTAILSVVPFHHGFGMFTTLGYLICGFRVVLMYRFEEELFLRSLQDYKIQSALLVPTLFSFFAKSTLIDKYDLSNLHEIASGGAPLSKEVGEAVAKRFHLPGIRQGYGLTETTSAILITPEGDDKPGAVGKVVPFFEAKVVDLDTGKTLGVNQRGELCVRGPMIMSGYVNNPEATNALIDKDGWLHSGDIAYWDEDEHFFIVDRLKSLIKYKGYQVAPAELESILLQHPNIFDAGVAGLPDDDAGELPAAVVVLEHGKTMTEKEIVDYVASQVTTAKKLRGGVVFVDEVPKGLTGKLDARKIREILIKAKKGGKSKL
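System: cell-free luciferase reagent; medium: PBS as buffer for the ATP substrate; doses: test compounds dosed from 2 mM stocks in 100% DMSO; incubation: 10 min, room temperature; measured by: luminescence from luciferase reaction; read-out: luciferase activation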
TNAP inh noacc: blocks human TNAP activity with no phosphate acceptor present; P05186; purified TNAP, CDP-star luminescence, 30 min; inhibition, % at 20 µM; 200,000 tested, 0.26% active;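 active = tissue-nonspecific alkaline phosphatase inhibition above about 50% at 20 µM in the single-dose screen, limit read from the data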;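 note: 0% = DMSO negative control and 100% = EDTA positive control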
Target sequence (P05186 whole entry, looked up): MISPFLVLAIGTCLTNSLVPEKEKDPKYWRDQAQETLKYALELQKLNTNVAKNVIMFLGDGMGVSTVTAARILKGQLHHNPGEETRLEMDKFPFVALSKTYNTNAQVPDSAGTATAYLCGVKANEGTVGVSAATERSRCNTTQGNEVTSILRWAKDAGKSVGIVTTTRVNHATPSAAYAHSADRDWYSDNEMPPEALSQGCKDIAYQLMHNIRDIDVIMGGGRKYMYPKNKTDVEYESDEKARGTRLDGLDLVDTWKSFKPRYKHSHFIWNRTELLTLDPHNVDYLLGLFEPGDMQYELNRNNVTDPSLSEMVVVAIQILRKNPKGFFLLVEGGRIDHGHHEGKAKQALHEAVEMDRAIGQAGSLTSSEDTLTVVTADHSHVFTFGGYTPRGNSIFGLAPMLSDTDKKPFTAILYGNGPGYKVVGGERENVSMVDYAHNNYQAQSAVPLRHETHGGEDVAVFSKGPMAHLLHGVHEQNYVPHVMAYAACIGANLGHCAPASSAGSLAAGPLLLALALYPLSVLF
TNAP inh hiacc: TNAP (human) inhibition, high acceptor | purified TNAP, CDP-star luminescence, 1 M DEA | inhibition, % at 20 µM | 200,000 tested, 0.03% active | AID 1135;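 active = over 50% inhibition of tissue-nonspecific alkaline phosphatase at 20 µM in the single-dose screen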;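 note: plate controls were DMSO wells for no effect and EDTA-quenched wells as full inhibition for full effect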
bIAP inhibitor: intestinal alkaline phosphatase (bovine) inhibition; 190,000 tested, under 10 active; purified bovine IAP, CDP-star luminescence, 30 min; inhibition, % at 20 µM; AID 1019;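 active = over 50% inhibition of intestinal alkaline phosphatase at 20 µM in the single-dose screen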
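Assay system – bovine IAP enzyme · Quantity – bovine IAP at 1/65,000,000 final dilution · Detection – CDP-star luminescence signal · Times – 30 min reaction at room temperature · Also added – CDP-star substrate at 30 µM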
L major viab: reduces viability of Leishmania major promastigotes; 200,000 tested, 9% active; AID 1063; resazurin fluorescence viability; inhibition, % at 10 µM; in the data active = inhibition above about 50%;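 note: promastigotes grown with compound for 44 hours at 28 °C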
APP transl inh: APP translation inhibition; 190,000 tested, 0.82% active; SH-SY5Y APP 5'UTR-luciferase reporter, luminescence; inhibition, % at 2 µM;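 active = inhibition above a set limit, derived from the sample mean plus 3 SD, cut at about 45% in these data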; note: values of inactives mirror those of a sister screen read the other way
FLuc inhib CS: Photinus pyralis luciferase inhibition counter-screen. P08659. ATPLite firefly luciferase biochemical luminescence, 10 min. inhibition, % at 10 µM. 200,000 tested, 1.5% active;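 active = inhibition above about 50% when tested at 10 µM, limit read from the data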
TNAP act hi DEA: TNAP (human) activation, high acceptor; activation factor at 20 µM; purified TNAP, CDP-star luminescence, 1 M DEA, 30 min; hits give high values; 0 = EDTA background, 1 = DMSO-only activity; AID 1136; 200,000 tested, under 10 active; P05186;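 active = activation factor at least 2 at 20 µM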
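Measured by: Luminescent substrate turnover signal | Test system: Human TNAP | Input: TNAP 1/800 final | Dosing: 20 µM single point | Schedule: 30 min, room temperature | Controls: EDTA wells as negative control, DMSO wells as positive control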
bIAP activator: intestinal alkaline phosphatase (bovine) activation. 200,000 tested, 0.17% active. activation factor at 20 µM. purified bovine IAP, CDP-star luminescence, 30 min; hits give high values; fold of DMSO-control signal, blank-subtracted;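 active = activation factor of 2 or more at 20 µM, a signal rise over negative controls twice the positive control's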
The depositor's hits bear a star; . = no result given.

1	O=C(Cn1nc(-c2ccc(Cl)cc2)ccc1=O)N1CCN(c2ccccc2)CC1
2	O=C(N1CCCCC1)C1(c2ccccc2)CCOCC1
3	O=S(=O)(N[C@@H]1C[C@H]2CC[C@@H]1C2)c1cccs1
4	CCOc1ccc(Cc2noc3c2C(=O)CC(C)(C)C3)cc1OCC
5	COc1ccc(CCC(C)Nc2ccc(F)c(F)c2)cc1 (stereo not given)
6	CCOc1ccccc1C(=O)N(C)Cc1cc2ccccc2[nH]c1=O
7	Cc1cccnc1NC(=S)NCc1ccco1
8	CCOC(=O)Cn1c(=O)oc2cc(S(=O)(=O)NC(C)c3ccccc3)ccc21 (stereo not given)
compound no.	1	2	3	4	5	6	7	8
RAM inhibit	-0.7	1.6	-0.2	2.4	0.9	1.6	1.0	2.1
FLuc stim CS	1.1	1	1	1	1	1.1	1	1
TNAP inh noacc	10	-6	-5	-8	14	-1	4	1
TNAP inh hiacc	3	-3	-3	-1	1	-5	4	-6
bIAP inhibitor	5	-16	8	-14	-3	0	18	8
L major viab	4	2	1	2	5	-5	-4	-4
APP transl inh	-9	-5	-24	-14	0	9	-20	7
FLuc inhib CS	-7	-3	1	-2	2	-5	-1	-5
TNAP act hi DEA	1	1	1	1	1	1.1	1	1.1
bIAP activator	0.9	1.2	0.9	1.1	1	1	0.8	0.9

9	Cc1cc(=O)n2c3ccccc3n(CC(O)CN3CCOCC3)c2c1C#N (stereo not given)
10	CC1(C)Cc2nc3n[nH]c(N)c3cc2CO1
11	Cc1ccn2c(NC3CCCC3)c(-c3cccs3)nc2c1
12	CCc1nc(C)cn1S(=O)(=O)c1cc(Br)ccc1OC
13	O=C(NC1CCS(=O)(=O)C1)c1cc(-c2ccccc2)nc2ccccc12 (stereo not given)
14	COc1ccc(OCC(=O)Nc2ccc(N3CCN(C(=O)c4ccco4)CC3)cc2)cc1
15	Cc1cccc(C)c1OCC(=O)NCc1nnc(SCC(=O)NC2CCCCC2C)n1C (stereo not given)
16	O=C(Nc1ccccc1N1CCN(c2ccc(F)cc2)CC1)c1ccccc1
compound no.	9	10	11	12	13	14	15	16
RAM inhibit	1.6	0.8	-0.1	-0.7	1.8	4.8	2.0	0.7
FLuc stim CS	1.1	1.1	0.8	0.9	1	1.1	1	1
TNAP inh noacc	-12	-9	-19	4	-2	-4	-7	-7
TNAP inh hiacc	-7	-1	-9	6	1	-1	-2	-2
bIAP inhibitor	3	6	-19	11	9	1	0	24
L major viab	17	7	30	67*	12	9	-2	-5
APP transl inh	7	-12	-7	6	-3	-22	-17	-10
FLuc inhib CS	-6	-9	16	6	0	-6	-3	-3
TNAP act hi DEA	1.1	1	1.1	0.9	1	1	1	1
bIAP activator	1	0.9	1.2	0.9	0.9	1	1	0.8

17	COc1ccc(CCNC(=O)C2CCN(S(=O)(=O)N3CCCCC3)CC2)cc1OC
18	COc1ccnc(Oc2ccc(F)cc2)c1-c1ncn[nH]1
19	CCCC[n+]1c(C)sc2cc(OC)ccc21
20	COc1ccc(Cl)cc1NC(=O)C(C)N(C)Cc1cccc(Cl)c1Cl (stereo not given)
21	O=C(O)CNS(=O)(=O)c1ccc2[nH]c(=O)c(=O)[nH]c2c1
22	NC(=O)NC(=O)COC(=O)CC12CC3CC(CC(C3)C1)C2
23	Cc1ccc(/C=N/NC(=O)C2(C)CC2(Br)Br)cc1 (stereo not given)
24	CCC(=O)Nc1ccc(Cl)c(NC(=O)c2cccc(OC)c2)c1
compound no.	17	18	19	20	21	22	23	24
RAM inhibit	0.7	1.3	0.4	3.1	-0.3	2.0	2.2	5.9
FLuc stim CS	1	1.1	1	1.1	1	1.1	1	1.1
TNAP inh noacc	-6	6	16	-9	-2	-18	-6	-4
TNAP inh hiacc	-2	-3	2	-5	0	-7	-2	-5
bIAP inhibitor	0	-8	-7	10	1	-11	-12	5
L major viab	0	-1	-3	13	-4	-7	6	1
APP transl inh	3	6	-3	-9	-25	-1	-12	-7
FLuc inhib CS	-4	-5	2	-7	-5	-9	-5	-10
TNAP act hi DEA	1	1	1	1	1	1.1	1	1.1
bIAP activator	1	1.1	1.1	0.9	1	1.1	1.1	0.9

25	Cc1ccc(C2NC(C(=O)O)CS2)cc1 (stereo not given)
26	COC(=O)C1(O)CC(C(C)C)=NN1C(=O)c1ccccc1 (stereo not given)
27	CCOc1ccc(-c2nc(-c3ccncc3)no2)cc1OCC
28	CC1CCN(c2ccc(/C=N/n3nnnc3N)cc2[N+](=O)[O-])CC1
29	O=C(NNC(=O)c1ccccc1C(=O)O)c1ccc(O)cc1
30	O=C(COC(=O)C1CCCCC1)NCCc1ccccc1
31	Cc1ccc(S(=O)(=O)N2CCN(S(=O)(=O)N3CCCCCC3)CC2)cc1
32	CC1(C)Cc2ccccc2-c2nnnn21
compound no.	25	26	27	28	29	30	31	32
RAM inhibit	1.7	0.4	1.1	4.5	1.5	-0.2	3.5	1.8
FLuc stim CS	1.1	1	1	1.1	1	1	1	1
TNAP inh noacc	-16	-8	-11	1	-4	-15	-5	-4
TNAP inh hiacc	-6	4	-5	3	-7	-2	-3	-2
bIAP inhibitor	6	9	2	12	7	34	1	-4
L major viab	-9	-4	89*	-2	4	-5	0	-2
APP transl inh	-14	-3	-21	5	-31	3	17	-1
FLuc inhib CS	-6	-2	-4	-10	-3	-3	2	-2
TNAP act hi DEA	1.1	1	1	1	1.1	1	1	1
bIAP activator	0.9	0.9	1	0.9	0.9	0.7	1	1

33	COCCNC(=O)CSc1nc2cc3c(cc2c(=O)n1CCCC(=O)NCCc1ccc(OC)c(OC)c1)OCO3
34	Cc1ccc(CSc2ccc(-c3ccco3)nn2)cc1
35	O=C(NCc1ccccc1)c1cccnc1N1CCOCC1
36	O=c1c2ccccc2nc(SCc2ccc([N+](=O)[O-])cc2)n1CCCO
37	Cc1ccccc1NS(=O)(=O)c1ccc2[nH]cc(C(=O)N(C)Cc3ccco3)c(=O)c2c1
38	O=C/C(=C\Nc1ccc(C(=O)N2CCOCC2)cc1)c1nc2ccccc2o1
39	C/C(=C\C(=O)c1ccc(C)cc1)Nc1cccc(O)c1
40	O=c1[nH]c(CN(CCO)CCO)nc2c1C1(CCCCC1)Cc1ccccc1-2
compound no.	33	34	35	36	37	38	39	40
RAM inhibit	-0.6	3.8	1.9	6.0	0.9	-0.1	1.2	0.9
FLuc stim CS	1	0.4	1	1	1	1	0.3	1.1
TNAP inh noacc	-18	-9	-10	-5	-7	-59	-8	-198
TNAP inh hiacc	-8	-6	-3	1	0	-5	-2	-8
bIAP inhibitor	-13	12	-2	10	-5	-66	5	-23
L major viab	-3	-3	-4	10	2	-11	2	0
APP transl inh	0	-71	-11	15	.	13	-157	-12
FLuc inhib CS	-2	55*	-4	-2	-5	-2	65*	-10
TNAP act hi DEA	1.1	1.1	1	1	1	1.1	1	1.1
bIAP activator	1.1	0.9	1	0.9	1.1	1.7	1	1.2

Looked up one by one from the entries so far (two):
17	COc1ccc(CCNC(=O)C2CCN(S(=O)(=O)N3CCCCC3)CC2)cc1OC
36	O=c1c2ccccc2nc(SCc2ccc([N+](=O)[O-])cc2)n1CCCO
compound no.	17	36
RAM inhibit	0.7	6.0
FLuc stim CS	1	1
TNAP inh noacc	-6	-5
TNAP inh hiacc	-2	1
bIAP inhibitor	0	10
L major viab	0	10
APP transl inh	3	15
FLuc inhib CS	-4	-2
TNAP act hi DEA	1	1
bIAP activator	1	0.9

(continued)
41	O=C(CCS(=O)(=O)c1ccc(Br)s1)NC1CCCC1
42	Cc1cc(C)nc(SC(C)C(=O)O)n1 (stereo not given)
43	Cc1ccc(S(=O)(=O)N2CCC(C(=O)OC(C)C(=O)NCc3ccc4c(c3)OCO4)CC2)cc1 (stereo not given)
44	Cc1cc2cc(CN(C(=O)C3CC3)C3CCCC3)c3nnnn3c2cc1C
45	Cc1ccc(S(=O)(=O)Nc2nc(N)n(-c3ccccc3)n2)cc1
46	CC(C)(C)N(CC#CCC1(O)c2ccccc2-c2ccccc21)CCO
47	Cc1ccc(C)c(-c2cc(C(=O)NNC(=S)NCC(C)C)c3ccccc3n2)c1
48	Cc1cccc(C)c1-n1c(C)cc(/C=C2\C(=O)NN(c3ccccc3)C2=O)c1C
compound no.	41	42	43	44	45	46	47	48
RAM inhibit	0.0	3.1	1.2	-0.1	3.4	1.0	2.9	3.2
FLuc stim CS	1	1	1	1.1	1.1	1	1.1	0.9
TNAP inh noacc	-7	-13	-4	-5	-9	-6	-14	0
TNAP inh hiacc	1	-4	-2	-8	-4	-7	-3	3
bIAP inhibitor	4	2	6	-8	-18	-6	21	12
L major viab	-5	-3	1	6	-11	-2	-4	5
APP transl inh	1	0	6	-13	-4	-35	4	-15
FLuc inhib CS	4	0	-1	-11	-5	-4	-10	14
TNAP act hi DEA	1	1	1	1.1	1	1.1	1	1
bIAP activator	1	1	0.9	1.1	1.2	1.1	0.8	0.9

49	Cc1nnc(NN2CCOCC2)[nH]c1=O
50	Cc1ccc(C(C)C)c(OCc2nc(-c3nonc3N)no2)c1
51	CC(=O)NC1(C(F)(F)F)C(=O)Nc2c1c(=O)n(C)c(=O)n2C (stereo not given)
52	O=C(CCN(NC(=O)c1ccccc1)C1=NS(=O)(=O)c2ccccc21)NC1CCCCC1
53	COC(=O)c1ccc(COc2ncnc3c(Cl)cc(Cl)cc23)o1
54	Cc1ccc(N(CN2CCCC2=O)C(=O)c2ccccc2)cc1
55	COc1cc(OC)c(OC)cc1/C=N/NC(=O)C[n+]1ccccc1
compound no.	49	50	51	52	53	54	55
RAM inhibit	0.2	1.1	0.7	6.9	-0.3	4.0	-0.4
FLuc stim CS	1	1	1.1	1	1.1	1	1
TNAP inh noacc	-13	-11	0	-11	0	-13	-16
TNAP inh hiacc	-2	-8	-5	-5	-3	-6	0
bIAP inhibitor	-3	30	-2	-11	7	-8	11
L major viab	-2	3	-1	42	2	-2	-2
APP transl inh	-18	-36	-4	6	-2	3	1
FLuc inhib CS	-2	-3	-9	-1	-7	-4	-2
TNAP act hi DEA	1	1.1	1.1	1	1	1.1	1
bIAP activator	1	0.7	1	1.1	0.9	1.1	0.9

Molecules from the list above that contain an NH in an aromatic ring, in the order listed:
6	CCOc1ccccc1C(=O)N(C)Cc1cc2ccccc2[nH]c1=O
10	CC1(C)Cc2nc3n[nH]c(N)c3cc2CO1
18	COc1ccnc(Oc2ccc(F)cc2)c1-c1ncn[nH]1
21	O=C(O)CNS(=O)(=O)c1ccc2[nH]c(=O)c(=O)[nH]c2c1
37	Cc1ccccc1NS(=O)(=O)c1ccc2[nH]cc(C(=O)N(C)Cc3ccco3)c(=O)c2c1
40	O=c1[nH]c(CN(CCO)CCO)nc2c1C1(CCCCC1)Cc1ccccc1-2
49	Cc1nnc(NN2CCOCC2)[nH]c1=O
compound no.	6	10	18	21	37	40	49
RAM inhibit	1.6	0.8	1.3	-0.3	0.9	0.9	0.2
FLuc stim CS	1.1	1.1	1.1	1	1	1.1	1
TNAP inh noacc	-1	-9	6	-2	-7	-198	-13
TNAP inh hiacc	-5	-1	-3	0	0	-8	-2
bIAP inhibitor	0	6	-8	1	-5	-23	-3
L major viab	-5	7	-1	-4	2	0	-2
APP transl inh	9	-12	6	-25	.	-12	-18
FLuc inhib CS	-5	-9	-5	-5	-5	-10	-2
TNAP act hi DEA	1.1	1	1	1	1	1.1	1
bIAP activator	1	0.9	1.1	1	1.1	1.2	1
